Screening results deposited in PubChem BioAssay by National Center for Advancing Translational Sciences (NCATS).
RXFP1 antagonist – RXFP1 (human) relaxin receptor antagonism. Q9HBX9. HEK293-RXFP1, relaxin-stimulated cAMP HTRF, 30 min; hits give low values. activity change, negative = inhibition, % at 57.5 µM. hit rate 0.59% among 350,000. AID 1259400;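 active = activity change of -60% or lower, but not beyond a set lower limit; inconclusive = change between -60% and -40%, or beyond the set limit; inactive = change above -40%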; also: % is scaled to controls: 0 for no effect and ±100 for the full control effect
D2 potentiator – D2 dopamine receptor (human) potentiation | P14416 | HEK293 T-REx D2, calcium flux, EC20 dopamine potentiation | potentiation, % at 10 µM | hit rate 0.34% among 340,000 | AID 485347;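 active = potentiation over 3 SD above the plate norm, cut at about 30% in these data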; also: 0% is about no effect
Target sequence (P14416 whole entry, looked up): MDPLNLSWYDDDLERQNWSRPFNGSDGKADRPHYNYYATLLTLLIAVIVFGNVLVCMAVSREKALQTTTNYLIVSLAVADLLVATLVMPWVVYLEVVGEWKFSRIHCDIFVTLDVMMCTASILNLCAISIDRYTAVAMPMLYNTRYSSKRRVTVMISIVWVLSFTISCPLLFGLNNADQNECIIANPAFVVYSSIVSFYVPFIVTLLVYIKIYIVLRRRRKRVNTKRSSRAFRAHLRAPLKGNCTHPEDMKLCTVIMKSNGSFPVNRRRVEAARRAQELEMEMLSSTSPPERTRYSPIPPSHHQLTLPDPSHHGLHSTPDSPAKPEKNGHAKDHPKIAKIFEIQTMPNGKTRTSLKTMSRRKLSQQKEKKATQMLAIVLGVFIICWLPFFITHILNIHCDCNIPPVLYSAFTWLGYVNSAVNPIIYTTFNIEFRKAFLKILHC
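Using a no-wash calcium dye in inducible, force-coupled HEK293 Trex cells expressing D2, we tracked fluorescence each second for 180 s after compound, then for 180 s after EC20 dopamine to detect augmented signalling.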
TRHR agonist – TRH receptor (human) agonism | TRHR cells, calcium flux fluo-8, FDSS agonist mode | activation, % at 2 µM | hit rate 0.18% among 360,000 | AID 493084; in the data active = activation above about 30%; also: 0% is about no effect
Target sequence (P34981 whole entry, looked up): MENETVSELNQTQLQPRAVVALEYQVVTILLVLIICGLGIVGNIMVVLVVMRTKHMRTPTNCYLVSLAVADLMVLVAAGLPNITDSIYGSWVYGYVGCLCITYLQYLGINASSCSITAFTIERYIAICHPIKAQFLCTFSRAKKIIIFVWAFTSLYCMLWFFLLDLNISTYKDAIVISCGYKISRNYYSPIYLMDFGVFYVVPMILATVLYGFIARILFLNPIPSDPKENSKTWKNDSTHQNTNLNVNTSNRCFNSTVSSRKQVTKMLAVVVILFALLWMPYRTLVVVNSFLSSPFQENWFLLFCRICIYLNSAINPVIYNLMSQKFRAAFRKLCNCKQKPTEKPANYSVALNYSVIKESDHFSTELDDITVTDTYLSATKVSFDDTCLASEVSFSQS
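TRHR-expressing cells, plated overnight in medium with 10% serum, were loaded with fluo-8 calcium dye at room temperature. After a 10 s baseline, library compound was pin-added and calcium release was recorded kinetically (ex 480/em 530) as agonist response.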
Apoferritin bind – candidate novel general anesthetic via apoferritin binding; hit rate 0.074% among 350,000; P02791; Potency, µM (doses to about 77.5 µM), inactives show at the top dose activity change, negative = displacement, usual class: inhibitors; apoferritin/1-aminoanthracene competitive binding, fluorescence; AID 485281; also: potency is read from the fitted curve at half-maximal effect; % is scaled to controls: 0 for no effect and ±100 for the full control effect; nearly all actives have a fitted effect of over 20% in size
Target sequence (P02791 2-175 limits assumed): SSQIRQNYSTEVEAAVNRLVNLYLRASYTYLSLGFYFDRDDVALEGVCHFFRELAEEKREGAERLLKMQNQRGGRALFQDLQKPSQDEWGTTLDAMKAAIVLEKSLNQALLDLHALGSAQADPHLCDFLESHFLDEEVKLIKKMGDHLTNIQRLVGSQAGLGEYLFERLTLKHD
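Horse-spleen apoferritin (10 uM) in 50% saturated 1-aminoanthracene in PBS was incubated 10 min at room temperature with compound. Fluorescence (ex 380, em 535 nm) was normalized to free and bound 1-AMA, with concentration-response fitted by a four-parameter Hill equation.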
D1 antag – human D1 dopamine receptor antagonism. P21728. HEK293 TREx D1 cells, calcium flux, dopamine EC80; hits give low values. activity change, negative = inhibition, % at 10 µM. hit rate 3.2% among 360,000; in the data active = activity change below about -30%; also: % is scaled to controls: 0 for no effect and ±100 for the full control effect
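Calcium flux readout: force-coupled, inducible Hek293 Trex D1 line, cells induced overnight at 30 C with tetracycline, dye-loaded 30–90 min at RT. Antagonism scored against EC80 dopamine challenge given 180 s after compound.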
D1 potentiator – human D1 dopamine receptor positive modulation; P21728; HEK293 TREx D1 cells, calcium flux, dopamine EC20 potentiation; potentiation, % at 10 µM; hit rate 0.036% among 360,000; AID 504651; in the data active = potentiation above about 30%; also: 0% is about no effect
TRHR PAM – TRH receptor (human) allosteric enhancement | P34981 | TRHR cells, fluo-8 calcium fluorescence, EC20 TRH enhancement | enhancement, % at 2 µM | hit rate 0.66% among 360,000 | AID 493056; in the data active = enhancement above about 30%; also: 0% is about no effect
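TRHR-expressing cells loaded with fluo-8 calcium dye were read kinetically (ex 480/em 530) during compound addition, then stimulated with an EC20 of TRH (10 nM final). Enhancement of the Gq-mediated intracellular calcium response was scored.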
RXFP1 ag – activates the human relaxin receptor RXFP1; Q9HBX9; HEK293T-RXFP1 cAMP TR-FRET, 30 min; response scale: percent of porcine relaxin response, buffer zero; Potency, µM (titrated, usually from 57.5 µM), without a hit: top-dose activation, actives largely listed as activators; hit rate 0.3% among 370,000; AID 2676; also: potency is read from the fitted curve at half-maximal effect; % is scaled to controls: 0 for no effect and ±100 for the full control effect; nearly all actives have a fitted effect of over 60% in size; many of its hits are not listed in these tables
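Agonist response is measured as cAMP accumulation in an RXFP1-transfected HEK293T line under PDE4 inhibition. Values are scaled between buffer-only and 29 nM porcine relaxin, and EC50s come from standard Hill equation fits.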
D1 agonist – human D1 receptor agonism; P21728; HEK293 T-REx D1 cells, calcium flux, agonist mode; activation, % at 2 µM; hit rate 1% among 360,000; AID 504660; in the data active = activation above about 30%; also: 0% is about no effect
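Tetracycline-induced HEK293 TREx D1 cells, force-coupled to calcium signalling, were dye-loaded with a no-wash calcium kit. Compound was pin-added after a 10 s baseline. Fluorescence was read kinetically at 1 cycle/s for 180 s, with calcium rises flagged as agonism.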
* = called active by the depositor; ? = inconclusive; · = not tested or not shown; [ ] = dose if it differs, or a comment. Unless noted, calls follow the shape of the dose curve; as a rule, active = well fitted curve in the direction sought with a large enough effect; inconclusive = small, poorly fitted or top-dose-only effect, or another doubt; inactive = no such curve, though single readings can be large; an effect the other way counts as inactive or inconclusive.

Every second line gives: RXFP1 antagonist, D2 potentiator, TRHR agonist, Apoferritin bind, D1 antag, D1 potentiator, TRHR PAM, RXFP1 ag, D1 agonist
- CC(=O)N1CC(C)Oc2ccc(S(=O)(=O)NC(CC(=O)O)c3ccccc3C)cc21 (stereo not given)
→ -18, 6, 0.7, 3%, 11, 6, -5, 0.8%, 4
- Fc1ccccc1NC(=S)NNc1ncc(C(F)(F)F)cc1Cl
→ -7, 10, 4.9, -8%, -29, -2, 3, -0.8%, 24
- Cc1ccc(Cn2nnnc2CN2CCC(O)(c3ccc(F)cc3)CC2)cc1
→ ?, -11, 0.2, -17%, -11, -8, -3, 3.2%, 8
- Cc1ccccc1NC(=O)CSc1nc(-c2ccccc2C)nc2cc(=O)[nH]n12
→ ·, -4, 0.2, 2%, -9, -3, 1, 3.4%, 1
- COc1cc(OC)cc(C(=O)NCCOC23CC4CC(CC(C4)C2)C3)c1
→ -6, 4, -0.7, -20%, 38, -2, 3, 0.8%, 6
- Cc1nn2c(=O)cc(COC(=O)c3ccc(NC(=O)COc4ccc(C)c(C)c4)cc3)nc2s1
→ 5, 9, -1.5, -5%, -3, 0, 3, 13%, 0
- CCOC(=O)c1ccc(CNC(=O)Cn2nnc(-c3ccc(C)cc3)n2)o1
→ 2, 15, -0.3, -11%, -6, 4, 7, 1.6%, 0
- CCn1c(CNc2ccc(Cl)cc2)nnc1SCc1ccc(Cl)cc1
→ -2, 3, 0.9, ?, -14, -1, -13, -0.5%, 5
- CCOCCc1nn2c(=O)cc(COC(=O)C(CC)c3ccccc3)nc2s1 (stereo not given)
→ -23, -13, -0.4, -11%, -11, -3, -9, -0.9%, 9
- CC(=O)NC(=S)NNC(=O)C(c1ccccc1)c1ccccc1
→ 1, 4, -0.9, -2%, 3, -2, 0, -5.0%, 2
- O=C(NC1CCCCC1)C1CC(=O)N(c2cccc([N+](=O)[O-])c2)C1 (stereo not given)
→ 13, 6, -1.0, -5%, -9, -8, -2, 6.1%, -2
- C/C(=N\O)C(=O)NCCCNCCCN(C)C
→ 5, 10, 0.4, -3%, -1, -2, -1, 0.0%, 2
- O=C(COc1ccccc1)NNC(=O)c1cccs1
→ 2, 4, 0.1, -4%, -1, -6, -2, -0.5%, 2
- N#Cc1c(NC(=O)/C=C/C(=O)O)sc2c1CCN(Cc1ccccc1)C2
→ -2, 5, 10, 51%[activator], -4, 3, -10, 7.2%, 17
- COc1ccccc1S(=O)(=O)Cc1ccc(C(=O)NCc2cccs2)o1
→ -4, 7, 0.5, -10%, -10, -2, 6, -3.4%, 5
- O=C(CN(C1CC1)S(=O)(=O)c1ccc(S(=O)(=O)N2CCCCCC2)cc1)Nc1ccccc1
→ -11, ·, 0.2, -16%, 11, 3, -4, 0.8%, 3
- NC(=S)NNc1cccc2cccnc12
→ -19, 18, -1.2, ?, 8, -5, -1, -1.3%, 1
- Cc1ccc(C(=O)CSc2nnc(COc3ccc(C#N)cc3)n2-c2ccccc2)cc1
→ 5, 8, 0.9, -8%, 3, 14, 1, 3.9%, 2
- COc1ccc(C(c2c(N)[nH]c(=S)[nH]c2=O)c2c(N)[nH]c(=S)[nH]c2=O)cc1
→ -24, 17, 0.0, 3%, -5, 3, -2, 0.0%, 1
- COc1ccc(CNC(=O)CN2C(=O)CC(c3ccccc3)=Nc3ccccc32)cc1
→ -18, 7, 0.8, -6%, 2, -2, 6, 0.5%, 3
- Cn1c(N)c(C(=O)COC(=O)CNS(=O)(=O)c2ccc(Cl)c(Cl)c2)c(=O)n(C)c1=O
→ -2, 2, 0.2, 5%, -2, 1, 6, 1.8%, 1
- CC1CCCC(C)N1CCCNC(=O)c1csc2c1CCCCC2 (stereo not given)
→ -7, -18, 0.2, -8%, 4, 9, 9, -1.3%, 5
- CCOc1ccc(-n2c(SC(C)C(=O)OC)nc3c([nH]c4ccccc43)c2=O)cc1 (stereo not given)
→ ·, 15, 0.2, 26%, 17, -3, 5, 0.5%, 1
- Cc1cccc(NC(=O)CNC(=O)COC(=O)c2ccco2)c1C
→ -7, 17, -0.7, ·, -2, -2, -2, -0.8%, 0
- CCCCOc1ccc(-c2nnn(CC(=O)NCCc3c[nH]c4ccccc34)n2)cc1
→ -3, 0, 0.4, -19%, -2, -2, -2, 1.8%, 3
- O=C(CN1CCN(c2ccccc2)CC1)N1CCc2ccccc21
→ 16, -25, -0.7, -7%, -6, 2, 12, 0.0%, 0
- C=CCn1c(O)c(C2=c3ccccc3=NC2=O)c2ccccc21
→ -95*, 18, 1.0, ?, 53, -7, -8, 1.1%, -1
- CCOc1ccc(C(=O)Nc2ccc(N3CCCC3)cc2)cc1
→ -9, 0, 0.1, -12%, 13, 0, 1, -0.2%, 0
- C=CCn1c(O)c(N=NC(=O)CNC(=O)/C=C/c2ccc(OC)cc2)c2ccccc21
→ -12, -16, -1.0, ?, 7, -5, -5, -0.3%, 1
- Cn1c(=N)n(CC(=O)c2ccccc2)c2ccccc21
→ -5, -7, -0.1, 0%, -10, -2, 0, 1.8%, 1
- Cc1cccc(NC(=O)CCCn2c(C)c3cnn(-c4ccccc4)c(=O)c3c2C)c1C
→ ·, 2, -1.4, -11%, -23, 4, 5, 5.9%, -3
- Cc1ccc(C2=NN(C(=O)CCC(=O)O)C(c3cn(-c4ccccc4)nc3-c3ccc(C)cc3)C2)cc1 (stereo not given)
→ -2, ·, -0.6, -12%, -1, 0, 4, 4.2%, 8
- COc1ccc(CNC(=O)c2cc3c(=O)n(C)c4ccccc4c3n2C)c(OC)c1
→ ·, 15, 0.4, -4%, 11, -3, 5, -2.7%, 3
- COC(=O)c1ccc2c(=O)n(CC3CCCO3)c(SCC(=O)Nc3ccccc3Cl)nc2c1 (stereo not given)
→ -2, 17, 0.6, -10%, -2, -2, -4, 21%, 0
- CN1CCC(=NNC(=O)c2cc(-c3ccc(Cl)cc3)n[nH]2)CC1
→ -13, 0, 0.4, -3%, -5, -3, 10, -0.4%, 3
- CC1CCN(S(=O)(=O)c2ccc(C(=O)Nc3nnc(-c4ccco4)o3)cc2)CC1
→ -5, 2, -0.8, -19%, -8, 0, 2, -4.9%, 2
- Cc1ccc(S(=O)(=O)N2CCCCC2CCNC(=O)C(=O)NCc2ccccc2C)cc1 (stereo not given)
→ 8, ·, 0.7, ·, 3, 1, -8, 0.6%, 3
- COC(=O)[C@H]1[C@H]2C[C@@H]3c4[nH]c5cc(OC)ccc5c4CCN3C[C@H]2C[C@@H](OC(=O)c2ccc(N)cc2)[C@@H]1OC
→ -2, 5, 2.2, -16%, -66*, 4, 15, 0.0%, 3
- CC1CCC2(CC1)NC(=O)N(NC(=O)c1cc3ccccc3o1)C2=O (stereo not given)
→ 3, 7, -0.1, ·, 11, ·, -2, -0.1%, 7
- NC(=O)c1cc([N+](=O)[O-])ccc1NCc1cccnc1
→ -10, 11, -0.6, ?, -21, 28, 6, 5.8%, 3
- NC(=O)CC(NC(=O)c1ccccc1)c1ccc(NCCN2CCCCC2)c([N+](=O)[O-])c1 (stereo not given)
→ ·, 10, -0.3, -20%, 11, 12, -3, -0.1%, 3
- CCCCCC[N+](C)(C)CC/C=C1/c2ccccc2Sc2ccc(Cl)cc21
→ ·, -26, -1.0, 3%, -38*, -3, 5, -1.0%, 0
- O=C(CSc1cn(CCNC(=O)c2cccc(C(F)(F)F)c2)c2ccccc12)Nc1ccc2c(c1)OCCO2
→ ·, 3, -1.5, -1%, -4, -4, -5, 0.3%, 0
- O=C1CN(C(=O)c2ccccc2Cl)c2ccccc2N1
→ 4, -1, 0.0, -15%, 12, -11, -4, 0.5%, 2
- CCOc1ccc(C(NC(=O)c2cc(OC)c(OC)c(OC)c2)c2cc(Cl)c3cccnc3c2O)cc1 (stereo not given)
→ -13, -3, 3.5, -4%, 2, 1, 8, -1.5%, 8
- Cc1ccc(C2CC(=O)n3nc(-c4ccc(F)cc4)nc3S2)cc1 (stereo not given)
→ -1, -2, -0.1, -13%, 0, -2, -2, 1.0%, 1
- COc1cccc(C2CC(c3ccc(C)cc3)n3nc(N)nc3N2)c1 (stereo not given)
→ ·, 3, 0.8, -7%, -15, -1, 6, 0.6%, 2
- COc1ccccc1N(CN1CCCC1=O)C(=O)c1c(F)cccc1Cl
→ 6, 0, -2.3, -7%, -2, -5, 7, -1.3%, 4
- CCN1CCN(C(=O)CSCc2nc(-c3ccc(OC)c(OC)c3)oc2C)CC1
→ ·, 24, 0.5, -2%, 7, ·, 0, 2.3%, 4
- O=C(Nc1ccc(F)cc1)c1cccnc1Oc1ccccc1
→ -2, -1, -1.0, -10%, -2, -1, -3, 0.5%, 1
- Cc1nn(-c2ccccc2)c(Cl)c1/C=N/NC(=O)c1ccccc1NS(=O)(=O)c1cccs1
→ 18, -2, -0.4, 7%, -7, -1, 0, 0.3%, 12
- COc1ccc(NC(=O)C2CCCN(c3c4c(nc5ncnn35)CCC4)C2)cc1OC (stereo not given)
→ -5, 9, -0.3, -15%, -7, 2, 1, 6.5%, 1
- CCc1ccc(Nc2nc(C)cc(C)n2)cc1
→ -15, 14, -0.2, -22%, -4, -3, -9, -2.2%, 5
- Cc1nn(CC(=O)NN)c(C)c1Br
→ -2, -2, -1.0, -6%, 6, 0, 2, 3.0%, 2
- OC1CCN(Cc2nc(Cc3ccccc3Cl)no2)CC1
→ -3, 25, 0.1, -8%, 8, 1, 19, -1.4%, 2
- CCN(c1ccccc1)S(=O)(=O)c1cc(-c2onc(C)c2C)ccc1OC
→ -37, 0, -0.1, 5%, -10, -4, 2, 1.3%, 9

These rows are one share of the data. The share of hits here may be higher or lower than overall.
